Assay outcomes from PubChem BioAssay.
Pf apPOL inh: Pf-apPOL DNA polymerase inhibition; Recombinant Pf-apPOL, molecular beacon fluorescence, 1.5 h; inhibition, % at 10 µM; hit rate 0.25% among 210,000
mHTT-CaM PPI inh: inhibitors of human mutant huntingtin-calmodulin interaction; hit rate 3.6% among 190,000; AlphaScreen His-mHTT/GST-CaM binding, luminescence; inhibition, % at 15 µM; P42858;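 also: 0% = both proteins with DMSO and 100% = one protein alone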
* hit, by the source's call; i = inactive; / = no result given; & = joins results of further samples. Rule as the data show it: active = inhibition above about 50%; inactive = the rest.

molecule,Pf apPOL inh,mHTT-CaM PPI inh
COc1ccc(-c2nc3s/c(=C\c4ccc(-c5ccc(C(C)=O)cc5)o4)c(=O)n3n2)cc1,-7,2
O=C(Nc1ccc(I)cc1Cl)c1ccccc1F,-3,-13
O=C(Nc1ccc(NC(=O)c2cccs2)cc1)c1cccs1,-11,7
Cc1cc(C)cc(NC(=O)C2CCCN(c3ncnc4c3nc3n4CCCCC3)C2)c1 (centres undefined),-2,22
CSc1ccc(C(=O)Nc2cc(C)nn2-c2ccccc2)cc1,1,2
CCCC(=O)N1CCCC(c2nc(CNC(=O)C(C)C)cs2)C1 (centres undefined),-7,-12
O=S(=O)(c1ccc(Cl)cc1Br)N1CCN(c2ccccc2)CC1,-7,-13
CC(C)(C)c1csc(-c2ccc(C=NC(C#N)=C(N)C#N)cc2)n1,-6,/
COc1ccc(NN=C(C#N)C#N)cc1,-2,/
Oc1ccc(C2=Nn3c(nnc3-c3cccc(F)c3)SC2)cc1O,-1,39
Cc1cccc(OCC(=O)Nc2ccc(S(=O)(=O)Nc3ncccn3)cc2)c1C,-1,0
COc1ccccc1C(=O)N1CCN(C(=O)c2cccc(Cl)c2)CC1,-14,-2

Continued:
molecule,Pf apPOL inh,mHTT-CaM PPI inh
COc1ccccc1C=CC(=O)c1cc(Br)ccc1OC(=O)c1ccco1,-9,13
O=C1CCC[C@H]2C[C@H](NCc3ccc(Cl)cc3)CC[C@]23CCCN13,-5,-12
CCC1CO/C(=C(\C(Cl)=C(Cl)Cl)[N+](=O)[O-])N1 (centres undefined),-3,3
CCCCN1CC[C@H]2C=CC[C@@H](C(=O)NC3CCCCC3)[C@H]2C1=O,1,-1
CCOc1ccc(N(CC(=O)N2CCCC2)S(=O)(=O)c2ccc(OC)c(OC)c2)cc1,3,26
N=C1NC(=O)C(CC(=O)Nc2ccccc2NC(=O)CC2SC(N)=NC2=O)S1 (centres undefined),-11,1
O=C(CSS(=O)(=O)O)Nc1ncc([N+](=O)[O-])s1,-2,-5
COc1cc(-c2noc(C)c2/C=C/c2cccc([N+](=O)[O-])c2)cc(OC)c1OC,-2,2
COc1ccc(C(O)Cn2c(=N)n(C)c3ccccc32)cc1 (centres undefined),3,4
CS(=O)(=O)c1ccc(Nc2nc(CC(=O)Nc3ccc4c(c3)OCO4)cs2)cc1,-10,0
O=C(COc1ccccc1[N+](=O)[O-])Nc1nnc(Cc2ccc(Cl)cc2)s1,-7,-2
Fc1cnc(Nc2ccccc2)nc1Nc1ccccc1,/,0

(list continues)
molecule,Pf apPOL inh,mHTT-CaM PPI inh
CN(CC(=O)Nc1ccc(Cl)cc1)S(=O)(=O)c1ccc2[nH]c3c(c2c1)CCCC3,1,66*
Cc1ccc(S(=O)(=O)NC(C)(C)CN2CCNCC2)cc1,-4,2
COc1ccc(N2C=C(C(=O)N3CCC(C)CC3)S(=O)(=O)c3ccccc32)cc1,1,1
O=C(CN1CCN(C(=O)c2c(F)cccc2F)CC1)Nc1ccccc1F,-2,-7
Cc1nn(C)cc1CN(C)C(=O)c1cccnc1N1CCNC(c2ccccc2)C1 (centres undefined),-4,-6
Cc1ccc(-n2ncc3c(NCCCn4ccnc4)ncnc32)c(C)c1,-6,10
Cc1ccc(Cl)c(NC(=O)C2CN(S(C)(=O)=O)CC23CCCCC3)c1 (centres undefined),2,0
COc1ccc(CNC(=O)c2ccc(I)cc2)cc1,0,-10
Cc1cc(C)cc(C(=O)N2CCC3(CC2)NC(=O)c2cc(C)ccc2N3C)c1,1,-7
CC(=O)c1nnn(-c2nonc2-n2cccc2)c1C,/,0
C=Cc1ccc(CN2C(=O)N(c3ccc(F)cc3)c3ncccc3S2(=O)=O)cc1,2,-2
O=C(CSc1ccc(-c2cccc([N+](=O)[O-])c2)nn1)Nc1ccc(F)c(F)c1,0,-3

Continued.
molecule,Pf apPOL inh,mHTT-CaM PPI inh
CC(=O)c1cccc(NC(=O)C2OC3OC(C)(C)OC3C3OC(C)(C)OC23)c1 (centres undefined),-2,2
CCCSc1oc(-c2ccco2)nc1S(=O)(=O)c1ccc(Br)cc1,1,-10
O=C(COc1ccc(Cl)cc1)N1CCCCC1CCN1CCCCC1 (centres undefined),-10,11
COc1ccc(C)cc1NC(=O)C(=O)NCc1ccco1,-6,-2
O=C(Nc1c2c(nn1-c1ccc([N+](=O)[O-])cc1)CSC2)c1cccc(Br)c1,36,9
Cc1nc(SCC(=O)NCc2ccco2)[nH]c(=O)c1C,0,-14
COc1cc(NS(=O)(=O)c2ccc(F)cc2)c(OC)cc1Cl,-5,2
COC(=O)c1ccc2c(=O)n(Cc3ccc(C)cc3)c(N3CCSC3)nc2c1,-1,-26
CCNC(=O)c1cc2c(=O)n3ccccc3nc2n(CC)c1=N,-11,-4
Cc1ccc(O)c(N=Nc2ccccc2)n1,-3,/
O=C(NCCN=C1NS(=O)(=O)c2ccccc21)c1cccc([N+](=O)[O-])c1,-2,4
CCC(=O)N1CCc2cc(Br)cc(S(=O)(=O)NCc3ccccn3)c21,-6,-4

Entries listed so far that have an NH in an aromatic ring, in the order listed:
molecule,Pf apPOL inh,mHTT-CaM PPI inh
CN(CC(=O)Nc1ccc(Cl)cc1)S(=O)(=O)c1ccc2[nH]c3c(c2c1)CCCC3,1,66*
Cc1nc(SCC(=O)NCc2ccco2)[nH]c(=O)c1C,0,-14

Continuation:
molecule,Pf apPOL inh,mHTT-CaM PPI inh
Cc1cc(Nc2cccc(C(F)(F)F)c2)nc(N2CCOCC2)n1,-7,-1
CCC(=O)NCc1nc2c(n1C)CN(S(=O)(=O)c1ccccc1Cl)CC2,0,20
COc1cccc(-c2cc(C(F)(F)F)nc(-n3cc([N+](=O)[O-])nc3C)n2)c1,14,1
O=[N+]([O-])c1cccc(CN2CCN(C3CCCC3)CC2)c1,-10,3
Cc1cc(/C=N/OCc2ccccc2)c(C)n1-c1ccc(F)cc1,0,i
Cc1nc(Nc2ccccc2)sc1C(=O)Nc1cccc(F)c1,1,12
CCOc1ccc(NC(=O)c2nsc(Cl)c2Cl)cc1,-3,-10
Cn1c(=O)c2c(nc(SCC(N)=O)n2Cc2cccc(Cl)c2)n(C)c1=O,-4,-1
CCc1ccc(N2CCN(C(=O)c3ccccc3F)C(C)C2=O)cc1 (centres undefined),2,-5
CC(=O)N1CCc2cc(S(=O)(=O)Nc3ccc(C)c(F)c3)ccc21,-5,2
Cn1c(NCc2ccc(F)cc2)cc(=O)n(C)c1=O,-7,/
O=C1C2C3c4ccccc4C(c4ccccc43)C2C(=O)N1CCc1c[nH]c2ccccc12 (centres undefined),-89,100*

Further structures:
molecule,Pf apPOL inh,mHTT-CaM PPI inh
CCn1cc(CNC(=O)c2sc3cc(Cl)ccc3c2Cl)cn1,2,30
CC(=Nc1ccc(O)cc1)c1c(O)n(C)c(=O)[nH]c1=O,0,1
O=[N+]([O-])c1ccc(Oc2ccc(/C=N/O)cc2)nc1,-3,i
CCCCOc1ccc(CN2CCN(c3ccccc3F)CC2)cc1,-8,-8
Cc1ccc(S(=O)(=O)N2CCCCCC2)c(C)c1C,-10,-41
CC(C)(C)N=C1Nc2ccccc2CNC12CCN(C(=O)Cc1ccsc1)C2 (centres undefined),7,62*
COc1ccc(C/C(N)=N/OC(=O)c2ccc(Cl)cc2)cc1,-3,i
CNc1nccc(N2CCC(CC(=O)N3CCN(c4ccccc4)CC3)CC2)n1,0,13
CC(C)(C)C(=O)CN1C(=O)c2ccccc2C1=O,-3,/
CC(C)(C)c1ccc(NC(=O)Nc2sccc2-n2cccc2)cc1,0&12,/
O=C1CC(c2cccc(F)c2)Sc2nc3ccccc3n21 (centres undefined),0,-2
CCNc1cc(N2CCC(CCC(=O)N3CCN(C(=O)OCC)CC3)CC2)ncn1,9,1

Further structures follow:
molecule,Pf apPOL inh,mHTT-CaM PPI inh
CC(=O)OCC(OC(C)=O)C(OC(C)=O)C(OC(C)=O)C(N)=O (centres undefined),-2,/
CCOc1ccccc1NC(=O)c1cccc(OCc2ccccc2)c1,-12,-106
CC(=O)c1ccc(NS(=O)(=O)c2c(C)cc(C)cc2C)cc1,-3,7
O=C(Nc1ccccc1)c1cc(S(=O)(=O)Nc2cccc(Cl)c2)ccc1Br,8,4
O=C(NCCc1csc(C2CCCN(C(=O)c3ccccc3)C2)n1)C1CC1 (centres undefined),-2,-4
CN1CCN(c2cc(OCCNS(=O)(=O)c3cccc(Cl)c3Cl)ncn2)CC1,-5,-3
N#C/C(=C\c1ccccc1[N+](=O)[O-])c1nc(-c2ccc(Cl)c(Cl)c2)cs1,-5,4
COC(=O)c1c2c(n3ccc(C)cc13)C(=O)c1ccccc1C2=O,-66,25
CN1C(=O)/C(=C\c2ccc(-c3ccccc3C(=O)O)o2)SC1=Nc1ccc(C(=O)O)cc1,-9,-1
N#C/C(C(N)=O)=C1\Oc2c(cc(O)cc2-c2ccccc2)S1,-8,31
O=C(Cn1cnc([N+](=O)[O-])n1)Nc1ncc(Cl)cc1Cl,-2,4
COc1cccc(N2CCC(C(=O)NCC3CCCO3)C2=O)c1 (centres undefined),-2,-2

Later entries
molecule,Pf apPOL inh,mHTT-CaM PPI inh
CC(=O)N1CCc2cc(Br)cc(S(=O)(=O)NCCCN3CCCC(C)C3)c21 (centres undefined),-1,-4
c1ccc(COc2ccc(C3Oc4ccccc4C4CC(c5ccccc5)=NN43)cc2)cc1 (centres undefined),/,-6
COc1ccc(CN2CC[C@H]3C=CC[C@@H](C(=O)NCCc4ccccc4)[C@H]3C2=O)cc1OC,-4,3
Cn1cccc1CN1CCC(c2nc(-c3ccccc3)no2)C1 (centres undefined),2,50*
COc1cccc(C2SCC(=O)N2c2ccc(Cl)cc2)c1OC (centres undefined),1,7
O=C1OC2C=CC=CC2=CC1C(=O)N1CCSC1c1ccccc1Cl (centres undefined),-9,7
CCOc1ccccc1NC(=O)c1cc(S(=O)(=O)NCc2ccccc2OC)ccc1F,28,-3
NC(=O)c1[nH]c(=S)n(Cc2ccco2)c1N,/,5
O=S(=O)(c1ccc(F)c(F)c1)N1CCC(c2noc(-c3ccccc3)n2)CC1,-4,-9
O=S(=O)(Cc1ccccc1)N1CCc2ccccc21,-8,9
Cc1ccc(C(=O)N2CCN(c3cc(C)cc(C)c3)C(=O)C2C)cc1 (centres undefined),1,15
Cc1ncsc1CN1CCCC(c2n[nH]c(C3CC3)n2)C1 (centres undefined),-6,-2

The results go on:
molecule,Pf apPOL inh,mHTT-CaM PPI inh
CC(=O)c1ccc(NC(=O)Cn2cc3c(n2)CCCCC3)cc1,-4,-6
COc1ccccc1-n1nnc(C(=O)NCc2ccc(Cl)cc2)c1N,-2,3
COC(=O)C1CCN(C(=O)c2ccc(Oc3coc4cc(OC)ccc4c3=O)cc2)CC1,-2&-1,1&-8
CCCOc1ccc(C(=O)NCc2ccccc2)cc1,-2,-6
COc1cccc(CNC(=O)C2CCCN(c3nccc(C)n3)C2)c1 (centres undefined),-15,3
CCCC(=O)N1CCC(CCOc2ccccc2F)CC1,-2,5
COc1ccccc1C1C2=C(CCCC2=O)Nc2nc(-c3cccc(Cl)c3)nn21 (centres undefined),-4,14
Cc1ccc(C(=O)N2CCC(c3nc(CCNC(=O)C(C)C)cs3)CC2)c(C)c1,-5,21
O=C(Nc1ccc(Cl)c(C(F)(F)F)c1)[C@@H]1CC=C[C@@H]2CCN(C3CCCCC3)C(=O)[C@@H]21,-2,9
C=CCNC(=O)c1sc2cc(C)ccc2c1Cl,-7,-11
Nc1nc(Nc2ccccc2)n(-c2ccccc2)c(=O)n1,12&-2,/
CC(=O)c1cccc(NC(=O)c2cc3c(n2C)CCN(Cc2cccc(F)c2)C3)c1,-2,60*

One compound at a time (already shown). Values in the order: Pf apPOL inh, mHTT-CaM PPI inh
COC(=O)C1CCN(C(=O)c2ccc(Oc3coc4cc(OC)ccc4c3=O)cc2)CC1 reads -2&-1, 1&-8
COc1ccccc1C1C2=C(CCCC2=O)Nc2nc(-c3cccc(Cl)c3)nn21 (centres undefined) reads -4, 14
CC(=O)c1cccc(NC(=O)c2cc3c(n2C)CCN(Cc2cccc(F)c2)C3)c1 reads -2, 60*
CCCC(=O)N1CCC(CCOc2ccccc2F)CC1 reads -2, 5
CCCOc1ccc(C(=O)NCc2ccccc2)cc1 reads -2, -6

(continued)
molecule,Pf apPOL inh,mHTT-CaM PPI inh
COCCNC(=O)c1cn(C2CCCC2)c(=O)c2c1c1ccccc1n2C,-3,5
O=C(Cc1cccs1)N1CCN(c2ccc([N+](=O)[O-])cc2)CC1,1,12
CC1=C(C(=O)Nc2ccc(F)cc2)C(c2ccccn2)C2=C(CC(C)(C)CC2=O)N1 (centres undefined),-6,0
CN=C(Nc1cc(C)c(C)cc1C)SC,-6,/
CC1CCN(C(=O)c2cccc(-c3nc(-c4ccccc4)no3)c2)CC1,2,-16
O=C(CC1CCC1)Nc1ccc(I)cc1,-7,-14
O=C(Cc1ccc(NC(=O)C2(c3cccs3)CCCC2)cc1)NCC(F)(F)F,-1,-4
CCN(CCCNC(=O)c1noc2c1CCCCC2)c1ccccc1,1,30
CCCC12CN(C(=O)c3ccccc3)CC(C)(CN(C(=O)c3ccccc3)C1)C2=O,-1,4
COc1ccc([N+](=O)[O-])cc1C=Nc1c(C)n(C)n(-c2ccccc2)c1=O,4,1
CCOc1ccc(/C=C2\Sc3ccccc3C2=O)cc1OCC,-3,-9
CC1CCN(S(=O)(=O)c2ccc(C(=O)Nc3nnc(C4CC4)o3)cc2)CC1,-2,35

More structures.
molecule,Pf apPOL inh,mHTT-CaM PPI inh
O=C(CC(NC1CCCCC1)C(=O)O)Nc1cccc([N+](=O)[O-])c1 (centres undefined),-7,-3
COc1ccc2cc3cc(C(=O)Nc4ccc(F)cc4)sc3nc2c1,-4,-2
O=C1c2ccccc2-c2ncnc3c(Br)cc(Br)c1c23,-101,0
O=C(Nc1ccc(C(F)(F)F)cc1)ON=Cc1cccc([N+](=O)[O-])c1,13,/
NC(=S)NNC(=O)c1cccnc1,0,/
